EIF4E inhibitors: inhibitors of EIF4E gene expression, primary screen, cell-based, HT1080, luciferase reporter (AID 1224817); HT1080 EIF4E-luc2 knock-in reporter, luciferase, 16 h; stronger effect = lower value; log2 luciferase activity ratio at 2.5 µM; 2,000 compounds, 1% hits;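 active = log2 luciferase ratio at or below -0.5849, meaning signal at two thirds of solvent-only control or lower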;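 also: luciferase reports endogenous eIF4E expression since it is co-expressed from the native EIF4E locus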
Numbers without * were called inactive. The list is partial, so the mix of outcomes need not match the whole.

How did NC(N)=NC(N)=Nc1ccccc1 (tested in a mixture with another compound) do in these assays?
EIF4E inhibitors: 0.125

How did NC(N)=Nc1ccc(-c2ccc(N=C(N)N)cc2)cc1 do in these assays?
EIF4E inhibitors: -0.0934

Results for CC(=O)/C(=N\N=C(N)N)c1ccccc1 ?
EIF4E inhibitors: -0.14

How did c1ccc(CSc2nnc3c4ccccc4c4ccccc4c3n2)cc1 do in these assays?
EIF4E inhibitors: -0.0504

Results for NC(CNO)C(=O)O (configuration not stated) ?
EIF4E inhibitors: 0.0252

What do the screens show for `CCC1OC(=O)C(C)C(OC2CC(C)(O)C(O)C(C)O2)C(C)C(O)C(C)(O)CC(C)C(=O)C(C)C(O)C1C` (configuration not stated)?
EIF4E inhibitors: -0.0963

Results for Cc1c2cnccc2c(C)c2c1c1ccccc1n2CCOC(=O)c1ccccc1 ?
EIF4E inhibitors: 0.157

Results for O=C1CCCCCCCCCCCCCCCO1 ?
EIF4E inhibitors: -0.231

How did Nc1[nH]c(=O)nc2c1ncn2C1OC(CO)C(O)C1O (configuration not stated) do in these assays?
EIF4E inhibitors: 0.0801

How did CN1CCCN(C)C1c1cc([N+](=O)[O-])ccc1O do in these assays?
EIF4E inhibitors: -0.201

How did Cc1ccc(N(Cc2ccccc2)Cc2ccccc2)cc1 do in these assays?
EIF4E inhibitors: 0.11

Results for C=C1C(=O)O[C@H]2[C@H]1[C@H](OC(=O)/C(C)=C\C)CC(=C)[C@@H]1[C@H](O)[C@H]3O[C@@]3(C)[C@@]12O ?
EIF4E inhibitors: 0.0107

How did O=C1OC(c2ccc(O)c(-c3ccccc3)c2)(c2ccc(O)c(-c3ccccc3)c2)c2c(Cl)c(Cl)c(Cl)c(Cl)c21 do in these assays?
EIF4E inhibitors: -0.153

Results for Cc1cc(N2CCCCC2)nc2ccc(Cc3ccc4nc(N5CCCCC5)cc(C)c4c3)cc12 ?
EIF4E inhibitors: 0.559

What do the screens show for `Cn1cnc([N+](=O)[O-])c1Sc1nc(N)nc2c1ncn2Cc1ccccc1`?
EIF4E inhibitors: 0.0534

How did CC(C)c1ccc(/C(C(=O)O)=C(\O)C(=O)O)cc1 do in these assays?
EIF4E inhibitors: -0.12

How did NC1=NC(c2ccc(Cl)cc2)N(c2ccc(S(=O)(=O)Nc3ncccn3)cc2)C(N)=N1 (configuration not stated) do in these assays?
EIF4E inhibitors: 0.378

Results for O=C1Oc2ccccc2C(=O)/C1=C/N1C(=O)N/C(=C\c2ccccc2O)C1=O ?
EIF4E inhibitors: 0.346

Results for Clc1ccc(CN2CCCN(Cc3ccc(Cl)cc3)C2c2cc3ccccc3c3ccccc23)cc1 ?
EIF4E inhibitors: 0.289

What do the screens show for `NCCc1nc(-c2nc(C(=O)O)cs2)cs1`?
EIF4E inhibitors: 0.121

Results for N/C(CC/C(N)=N\O)=N\O ?
EIF4E inhibitors: 0.201

What do the screens show for `O=CN1CCN(CC(O)CN2CCCCC2)CC1` (configuration not stated)?
EIF4E inhibitors: 0.447

How did [Cu+2].[NH-]C(CC(=O)O)C(=O)O.[NH-]C(CC(=O)O)C(=O)O (configuration not stated) do in these assays?
EIF4E inhibitors: -0.154

Results for CCC1([N+](=O)[O-])CC2C=CC1C2 (configuration not stated) ?
EIF4E inhibitors: -0.0726

Results for COc1ccc(C(=O)N/N=C2\C(=O)c3c(C)cc(C)cc3CC2(C)C)cc1 ?
EIF4E inhibitors: -0.0342

How did Clc1ccc2c(N3CCC(CCC4CCN(c5ncnc6cc(Cl)ccc56)CC4)CC3)ncnc2c1 do in these assays?
EIF4E inhibitors: 0.32

How did CNC/C(Cl)=N/S(=O)(=O)c1ccc(C)cc1 do in these assays?
EIF4E inhibitors: -0.0377

Results for C/C(=N\NC1=NCCN1)c1cn(C2=NCCN2)nc1C ?
EIF4E inhibitors: 0.0578

Results for CC(=O)Nc1ccc(-c2cc(C(=O)O)c3cc4ccccc4cc3n2)cc1 ?
EIF4E inhibitors: 0.356

How did CN(C(=O)c1ccncc1)c1ccccc1 do in these assays?
EIF4E inhibitors: -0.146

How did CCC(c1ccc2cc(O)ccc2c1)C(C)(C)C(=O)O (configuration not stated) do in these assays?
EIF4E inhibitors: 0.134

What do the screens show for `O=C(O)CCC1(C(=O)O)CCC(=O)c2ccccc21` (configuration not stated)?
EIF4E inhibitors: 0.0363

Results for CCc1c(O)c2c(c(O)c1C(C)=O)C(=O)c1c(cc(O)c(C(=O)O)c1C(=O)O)C2=O ?
EIF4E inhibitors: 0.0353

Results for O=C1Nc2ccccc2C1=Nc1cccc2ncccc12 ?
EIF4E inhibitors: -0.0479

How did CN1C2CCC1CC(OC(c1ccccc1)c1ccccc1)C2 (configuration not stated) do in these assays?
EIF4E inhibitors: -0.197

Results for CCN=C(N)CSS(=O)(=O)O ?
EIF4E inhibitors: 0.177

What do the screens show for `O=S(=O)(O)c1ccc2c(N=Nc3c(O)ccc4ccccc34)cccc2c1`?
EIF4E inhibitors: -0.224

What do the screens show for `CCC(CN(C)C)C(=O)c1ccco1` (configuration not stated)?
EIF4E inhibitors: -0.108

How did Cc1ccc(C(=O)Nc2ccc(S(=O)(=O)O)c3cc(S(=O)(=O)O)cc(S(=O)(=O)O)c23)cc1NC(=O)c1cccc(NC(=O)Nc2cccc(C(=O)Nc3cc(C(=O)Nc4ccc(S(=O)(=O)O)c5cc(S(=O)(=O)O)cc(S(=O)(=O)O)c45)ccc3C)c2)c1 do in these assays?
EIF4E inhibitors: 0.133

What do the screens show for `COc1ccc2ccccc2c1/C=C/C(=O)c1ccccc1`?
EIF4E inhibitors: 0.0363

How did NC1C2C=CC(C2)C1C(=O)O (configuration not stated) do in these assays?
EIF4E inhibitors: -0.104

How did Cc1cccc(CNc2ncnc3[nH]ncc23)c1 do in these assays?
EIF4E inhibitors: -0.0729

What do the screens show for `N=C(N)SCc1ccc(Cl)cc1Cl` (tested in a mixture with another compound)?
EIF4E inhibitors: -0.137

Results for CC(C)C(C(=O)O)N1C(=O)c2ccccc2C1=O (configuration not stated) ?
EIF4E inhibitors: -0.431

Results for C[N+](C)(C)c1nc(N)nc2c1ncn2C1OC(CO)C(O)C1O (configuration not stated) ?
EIF4E inhibitors: 0.398

Results for NC(N)=N/N=C(\c1ccc(Cl)cc1)C1CC1 ?
EIF4E inhibitors: 0.0954

How did COC(=O)[C@@H]1[C@H]2C[C@@H]3c4[nH]c5ccccc5c4CCN3C[C@@H]2CC[C@@H]1O do in these assays?
EIF4E inhibitors: 0.159

How did CCC(=O)C(c1ccccc1)c1ccccn1 (configuration not stated) do in these assays?
EIF4E inhibitors: 0.27

How did O=C1C2C3C=CC(C2C(=O)N1CN1CCSCC1)C1C2C(=O)N(CN4CCSCC4)C(=O)C2C31 (configuration not stated) do in these assays?
EIF4E inhibitors: 0.0567

What do the screens show for `Clc1ccc(C=Nc2ccc3c(c2)Cc2ccccc2-3)c(Cl)c1`?
EIF4E inhibitors: 0.605

How did C[C@]12CC[C@@H]3c4ccc(O)cc4CC[C@H]3[C@@H]1CC[C@@H]2OC(=O)CCC1CCCC1 do in these assays?
EIF4E inhibitors: 0.195

What do the screens show for `CC(C)CC(N)C(=O)Nc1ccc2ccccc2c1` (configuration not stated)?
EIF4E inhibitors: 0.418

Results for O=C(O)CNC(=O)c1ccccc1O ?
EIF4E inhibitors: 0.226

What do the screens show for `O=C(O)C1C2C=CC(O2)C1C(=O)Nc1ncccn1` (configuration not stated)?
EIF4E inhibitors: -0.0768

What do the screens show for `O=C1c2ccccc2C(=O)N1C1(C(=O)NC2(C(=O)O)CCCC2)CCCC1`?
EIF4E inhibitors: -0.155

How did O=c1[nH][nH]c(=S)c(=O)[nH]1 do in these assays?
EIF4E inhibitors: -0.43

How did COC1C(O)=C2C(=O)OC(C)(O)/C=C/C=C\C=C/C=C/C(c3ccccc3)NC(=O)/C=C/C=C/C=C/C=C/C2(C)C1O (configuration not stated) do in these assays?
EIF4E inhibitors: 0.186

How did CCC1CC(=O)N(SCC(N)C(=O)O)C1=O (configuration not stated) do in these assays?
EIF4E inhibitors: -0.0328

What do the screens show for `CSc1nnnc2ccccc12`?
EIF4E inhibitors: -0.415

What do the screens show for `COc1ccc(C(C)c2cc3c(cc2O)OCO3)cc1` (configuration not stated)?
EIF4E inhibitors: 0.407

What do the screens show for `Nc1ccc(S(=O)(=O)NCCS(=O)(=O)O)cc1`?
EIF4E inhibitors: -0.13

Results for c1ccc(/C(=N\Nc2nc3ccccc3s2)c2ccccn2)cc1 ?
EIF4E inhibitors: 0.504

What do the screens show for `O=C1Nc2ccccc2/C1=N\[O-].O=C1Nc2ccccc2/C1=N\[O-].[Cu+2]`?
EIF4E inhibitors: 0.0071

How did Cn1c(=O)c2[nH]c(SCc3ccccn3)nc2n(C)c1=S do in these assays?
EIF4E inhibitors: -0.0161

Results for [N-]=[N+]=CC(=O)COC(=O)c1ccccc1 ?
EIF4E inhibitors: 0.0404

Results for O=C(Nc1cccc2ccccc12)c1ccccc1 ?
EIF4E inhibitors: 0.217

How did CC(=O)NC1=C(OS(=O)(=O)c2ccc(C)cc2)CN(C)C1=O do in these assays?
EIF4E inhibitors: -0.211

How did Cc1ccc(N=Nc2c(O)c(S(=O)(=O)O)cc3cc(S(=O)(=O)O)ccc23)c(C)c1 do in these assays?
EIF4E inhibitors: 0.173

How did O=C(O)C(Cc1ccc(O)c([N+](=O)[O-])c1)N1C(=O)c2ccccc2C1=O (configuration not stated) do in these assays?
EIF4E inhibitors: -0.0118

Results for CN(C)CCCn1c2ccccc2c2cnccc21 ?
EIF4E inhibitors: 0.117

How did NCc1nnn(Cc2ccccc2)c1N do in these assays?
EIF4E inhibitors: 0.0245

What do the screens show for `Oc1ccccc1C(Sc1nc2ccccc2s1)Sc1nc2ccccc2s1`?
EIF4E inhibitors: -0.003

How did NNC(=O)CNc1cccc(Br)c1 do in these assays?
EIF4E inhibitors: 0.0322

What do the screens show for `CN(C)/N=N/c1nc[nH]c1C(N)=O`?
EIF4E inhibitors: 0.219

Results for CSc1ccc(NC(=O)Nc2cc(C)ccn2)cc1 ?
EIF4E inhibitors: 1.43

What do the screens show for `Nc1ccccc1SCc1csc(-c2ccc(Cl)cc2)n1`?
EIF4E inhibitors: 0.408

Results for CN(C)CCn1c(CO)nc2c1c(=O)n(C)c(=O)n2C ?
EIF4E inhibitors: -0.215

How did CC1(C)C2CCC1(CS(=O)(=O)Nc1ccccc1)C(=O)C2 (configuration not stated) do in these assays?
EIF4E inhibitors: -0.241

Results for S=C(Nc1ccc2c(c1)Cc1ccccc1-2)Nc1ccc2c(c1)Cc1ccccc1-2 ?
EIF4E inhibitors: 0.174

Results for CC1=C(CCC(C)CO)O[C@H]2C[C@H]3[C@@H]4CC[C@H]5C[C@@H](O)CC[C@]5(C)[C@H]4CC(=O)[C@]3(C)[C@@H]12 (some centres not stated) ?
EIF4E inhibitors: 0.0492

How did C1CCN(CCC2CCCCN2)CC1 (configuration not stated) do in these assays?
EIF4E inhibitors: 0.189

Results for O=C(O)C(O)C(O)C(=O)O (configuration not stated) ?
EIF4E inhibitors: 0.0423

Results for CC(C)C1(Cl)CCC2C3(C)CCCC(C)(C(=O)O)C3CC(Cl)C2(Cl)C1Cl (configuration not stated) ?
EIF4E inhibitors: 0.305

How did Cc1cc(C)c(O)c(Cc2cccc(Cc3cc(C)cc(C)c3O)c2O)c1 do in these assays?
EIF4E inhibitors: 0.307

How did O=C(O)/C=C/C(=O)Nc1cccc2c1-c1ccccc1C2=O do in these assays?
EIF4E inhibitors: -0.335

Results for NS(=O)(=O)c1ccc(C(=O)O)cc1 ?
EIF4E inhibitors: -0.528

What do the screens show for `O=[N+]([O-])c1cc(Cc2cc([N+](=O)[O-])c3cccnc3c2O)c(O)c2ncccc12`?
EIF4E inhibitors: 0.261

How did CCc1ccc(CCC(=O)O)nc1 do in these assays?
EIF4E inhibitors: 0.0039

What do the screens show for `CSc1ncnc2c1ncn2CC(=O)C1CCC2C3CCC4=CC(=O)CCC4(C)C3CCC12C` (configuration not stated)?
EIF4E inhibitors: -0.124

How did CC1OC(O)C(O)C(O)C1O (configuration not stated) do in these assays?
EIF4E inhibitors: -0.189

What do the screens show for `O=C(O)C12CC3(C(=O)O)CC(C(=O)O)(CC(C(=O)O)(C1)C3=O)C2=O`?
EIF4E inhibitors: -0.0648

How did NC(N)=NCC(N)C(=O)O (configuration not stated) do in these assays?
EIF4E inhibitors: 0.21

Results for O=C1c2cccc([N+](=O)[O-])c2C(=O)N1c1ncn[nH]1 ?
EIF4E inhibitors: -0.0931

Results for CC(=O)Nc1c(C)cc(OCC(=O)O)cc1C ?
EIF4E inhibitors: -0.116

Results for CCOc1ccccc1Nc1ccc(N)cc1S(=O)(=O)O ?
EIF4E inhibitors: -0.179

How did CC(C(=O)c1ccncc1)c1ccccn1 (configuration not stated) do in these assays?
EIF4E inhibitors: 0.0825

Results for CC(C)Cn1cnc2c(SCc3ccccn3)nc(N)nc21 ?
EIF4E inhibitors: 0.0407

In the list so far, eleven have a halogen.
How did O=C1OC(c2ccc(O)c(-c3ccccc3)c2)(c2ccc(O)c(-c3ccccc3)c2)c2c(Cl)c(Cl)c(Cl)c(Cl)c21 do in these assays?
EIF4E inhibitors: -0.153

How did NC1=NC(c2ccc(Cl)cc2)N(c2ccc(S(=O)(=O)Nc3ncccn3)cc2)C(N)=N1 (configuration not stated) do in these assays?
EIF4E inhibitors: 0.378

Results for Clc1ccc(CN2CCCN(Cc3ccc(Cl)cc3)C2c2cc3ccccc3c3ccccc23)cc1 ?
EIF4E inhibitors: 0.289

How did Clc1ccc2c(N3CCC(CCC4CCN(c5ncnc6cc(Cl)ccc56)CC4)CC3)ncnc2c1 do in these assays?
EIF4E inhibitors: 0.32

How did CNC/C(Cl)=N/S(=O)(=O)c1ccc(C)cc1 do in these assays?
EIF4E inhibitors: -0.0377

What do the screens show for `N=C(N)SCc1ccc(Cl)cc1Cl` (tested in a mixture with another compound)?
EIF4E inhibitors: -0.137

Results for NC(N)=N/N=C(\c1ccc(Cl)cc1)C1CC1 ?
EIF4E inhibitors: 0.0954

What do the screens show for `Clc1ccc(C=Nc2ccc3c(c2)Cc2ccccc2-3)c(Cl)c1`?
EIF4E inhibitors: 0.605

How did NNC(=O)CNc1cccc(Br)c1 do in these assays?
EIF4E inhibitors: 0.0322

What do the screens show for `Nc1ccccc1SCc1csc(-c2ccc(Cl)cc2)n1`?
EIF4E inhibitors: 0.408

Results for CC(C)C1(Cl)CCC2C3(C)CCCC(C)(C(=O)O)C3CC(Cl)C2(Cl)C1Cl (configuration not stated) ?
EIF4E inhibitors: 0.305
